From PubChem
PRMT1 FP inh – PRMT1 methyltransferase inhibitors, primary screen, biochemical, fluorescence polarization. recombinant PRMT1, activity-based probe fluorescence polarization. Protein arginine N-methyltransferase 1 (Homo sapiens), Q99873. inhibition, % at 2.79 µM. AID 652257, 2013. 370,000 tested, 1.3% active;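 active = inhibition above about 21% made by adding two undisclosed values, limit read from the data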
MBD2 inh – inhibitors of MBD2 binding to methylated DNA, primary screen, biochemical, TR-FRET, DNA-binding domain, human. inhibition, % at 4.4 µM. MBD2 binding to methylated oligonucleotide. 370,000 tested, 0.31% active; in the data active = inhibition above about 13%
Target sequence (Q9UBB5 whole entry, looked up, the tested form may be a part): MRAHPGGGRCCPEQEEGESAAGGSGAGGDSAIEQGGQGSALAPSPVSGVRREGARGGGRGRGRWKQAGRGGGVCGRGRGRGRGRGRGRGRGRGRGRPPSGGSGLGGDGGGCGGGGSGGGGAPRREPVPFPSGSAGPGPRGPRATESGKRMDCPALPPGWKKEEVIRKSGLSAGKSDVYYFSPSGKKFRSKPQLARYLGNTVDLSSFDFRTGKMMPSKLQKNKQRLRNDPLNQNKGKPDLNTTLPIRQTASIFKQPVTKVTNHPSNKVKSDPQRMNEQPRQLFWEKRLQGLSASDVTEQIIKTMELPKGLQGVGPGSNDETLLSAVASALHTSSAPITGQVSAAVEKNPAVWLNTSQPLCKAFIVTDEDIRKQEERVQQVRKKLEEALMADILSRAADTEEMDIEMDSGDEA
TCR CD3 inh – inhibitors of human TCR-CD3 interaction, primary screen, biochemical, fluorescence, TAMRA-labeled TCR probe. T-cell receptor (TCR). inhibition, % at 9.4 µM. 360,000 tested, 0.37% active; in the data active = inhibition above about 19%;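 also: recombinant mutant TCR 2C K166C tagged with TAMRA read by polarization; 0% = receptor in buffer alone and 100% = receptor with positive control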
rCAG RNA binder – binders of r(CAG) RNA repeats, primary screen, biochemical, fluorescence. r(CAG) RNA repeat, TO-PRO-1 dye displacement fluorescence. inhibition, % at 3 µM. 370,000 tested, 1.3% active;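 active = inhibition above the plate cutoff, the mean of all test compounds on that plate plus 3 SD, cut at about 35% in these data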;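 also: 0% = DMSO alone and 100% = 100 µM mitoxantrone as full dye displacement; higher means more dye released from RNA so lower well fluorescence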
HTRA1 inh – HTRA1 serine protease inhibitors, primary screen, biochemical, fluorescence polarization, HTS; recombinant HTRA1, FP-rhodamine activity-based probe; inhibition, % at 5.96 µM; 340,000 tested, 0.5% active; Q92743; AID 504803, 2011; in the data active = inhibition above about 36%;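 also: 0% = enzyme with DMSO and 100% = wells lacking enzyme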
mABHD4 FP – ABHD4 inhibitors, primary screen, biochemical, fluorescence polarization, mouse; (Lyso)-N-acylphosphatidylethanolamine lipase (Mus musculus), Q8VD66; purified mABHD4, FP-Rh probe fluorescence polarization; inhibition, % at 8.92 µM; 370,000 tested, 0.54% active;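 active = inhibition exceeding the mean over every tested compound plus 3 SD, cut at about 30% in these data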;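 also: 0% = plate median of compound wells and 100% = S159A mutant with DMSO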
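Assay system: wild-type mouse ABHD4 protein; compound: single nominal dose of 8.92 µM, 0.89% DMSO final; schedule: 45 min + 60 min at 25 °C; measured by: FP readout, ex 525 nm / em 598 nm; evaluation: % inhibition of FP-Rh probe binding versus controls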
NPR2 activator – human GC-B receptor activators, primary screen, HEK293 GC-B cells, cGMP TR-FRET, EC30 CNP. 0% at EC30 CNP, 100% saturating CNP. activation, % at 10 µM. 370,000 tested, 0.11% active. AID 1920062, 2024;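 active = activation at 10 µM reaching about 35% in either raw or pattern-adjusted values, limit read from the data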
SIAE primary – human SIAE inhibitors, primary screen, biochemical, fluorescence polarization, FP-Rh probe, 1536-well HTS | Sialate O-acetylesterase (Homo sapiens), Q9HAT2 | SIAE FP-Rh probe binding | inhibition, % at 9.66 µM | 370,000 tested, 0.69% active | AID 1053197, 2014;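 active = inhibition above a cutoff: mean of compounds within the control limits plus 3 SD of those, cut at about 17% in these data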;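 also: 0% = plate median of compound wells and 100% = probe without SIAE protein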
Target sequence (Q9HAT2 whole entry, looked up): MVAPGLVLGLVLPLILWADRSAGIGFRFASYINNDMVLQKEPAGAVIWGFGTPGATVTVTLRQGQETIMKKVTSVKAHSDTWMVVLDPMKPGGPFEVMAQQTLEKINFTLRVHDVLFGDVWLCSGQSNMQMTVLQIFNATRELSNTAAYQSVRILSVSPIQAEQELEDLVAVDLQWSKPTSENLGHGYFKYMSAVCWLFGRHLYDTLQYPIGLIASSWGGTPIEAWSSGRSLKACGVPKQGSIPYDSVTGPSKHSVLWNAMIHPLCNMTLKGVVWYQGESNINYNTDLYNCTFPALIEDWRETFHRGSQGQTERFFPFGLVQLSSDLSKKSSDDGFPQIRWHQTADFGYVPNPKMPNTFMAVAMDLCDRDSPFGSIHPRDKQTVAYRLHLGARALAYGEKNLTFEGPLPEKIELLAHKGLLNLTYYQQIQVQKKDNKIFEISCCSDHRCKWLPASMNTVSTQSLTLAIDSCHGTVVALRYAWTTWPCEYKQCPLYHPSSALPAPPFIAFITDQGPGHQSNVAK
UHRF1 MBD2 ctr – UHRF1 methylated DNA binding inhibitors, primary screen, counter-screen for MBD2 inhibitor project, biochemical, TR-FRET, human UHRF1, single concentration; E3 ubiquitin-protein ligase UHRF1 (Homo sapiens), Q96T88; UHRF1 binding to methylated oligo; 370,000 tested, 0.75% active; inhibition, % at 4.4 µM; AID 687016, 2013; in the data active = inhibition above about 21%;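 also: UHRF1 SRA domain binding a hemimethylated CpG hairpin DNA probe; 0% = median of test compound wells and 100% = reference inhibitor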
NPR1 activator – GC-A stimulated cGMP production enhancers – HEK293 GC-A cells, cGMP TR-FRET, EC30 ANP, primary screen; 0% at EC30 ANP, 100% saturating ANP; 370,000 tested, 0.14% active; activation, % at 10 µM; Atrial natriuretic peptide receptor 1 (Homo sapiens), P16066; in the data active = activation above about 40%
* = called active by the depositor; . = not tested or not shown. This is a subset, so the mix of outcomes need not match the whole.

SMILES	PRMT1 FP inh	MBD2 inh	TCR CD3 inh	rCAG RNA binder	HTRA1 inh	mABHD4 FP	NPR2 activator	SIAE primary	UHRF1 MBD2 ctr	NPR1 activator
CCOc1ccccc1OCC(=O)NN=C1CCCC(=O)C1	4	-4	7	-3	4	3	0	-1	0	2
CC(=O)Nc1cccc2c1Cc1cc([N+](=O)[O-])ccc1-2	-1	0	3	2	-9	0	8	-2	-24	8
CCN(CC)C(=O)CSc1nnc(-c2ccc(S(=O)(=O)NCc3ccccc3Cl)cc2)o1	2	2	-3	6	4	1	8	-5	7	0
Cc1ccc(-n2c(C)cc(C)c(C#N)c2=O)cc1Cl	0	1	3	0	-3	2	-3	-2	0	-1
Cn1cnc2c(cnn2C)c1=N	-2	-3	-7	2	3	0	3	-2	-2	6
O=C(NC1CCCCC1)c1cccnc1Sc1ccccc1	-4	0	4	-2	-3	1	3	-7	-2	-1
O=S(=O)(Nc1ccccc1N1CCOCC1)c1c(F)cc(F)cc1Br	0	-1	2	3	2	2	-1	1	-1	-1
CCSc1nnc(NC(=O)C(C)(C)C)s1	0	4	1	2	-3	-1	6	-7	-3	1
O=C(O)c1ccc(NC(CSCc2cccc(F)c2)C(=O)O)c([N+](=O)[O-])c1 (centres undefined)	3	-5	7	3	3	15	2	3	0	2
COc1cccc(C(=O)NCC(=O)N2CCC(C)CC2)c1	-1	-3	1	-3	0	5	-4	-1	2	5

At a glance, three of the compounds above.
SMILES	PRMT1 FP inh	MBD2 inh	TCR CD3 inh	rCAG RNA binder	HTRA1 inh	mABHD4 FP	NPR2 activator	SIAE primary	UHRF1 MBD2 ctr	NPR1 activator
Cc1ccc(-n2c(C)cc(C)c(C#N)c2=O)cc1Cl	0	1	3	0	-3	2	-3	-2	0	-1
Cn1cnc2c(cnn2C)c1=N	-2	-3	-7	2	3	0	3	-2	-2	6
O=C(NC1CCCCC1)c1cccnc1Sc1ccccc1	-4	0	4	-2	-3	1	3	-7	-2	-1

Next part
SMILES	PRMT1 FP inh	MBD2 inh	TCR CD3 inh	rCAG RNA binder	HTRA1 inh	mABHD4 FP	NPR2 activator	SIAE primary	UHRF1 MBD2 ctr	NPR1 activator
CCOc1ccccc1N(CC(=O)N/N=C(\C)c1cccc(Br)c1)S(C)(=O)=O	1	-5	3	-1	-2	-6	-1	0	-1	1
COc1cccc(CNC(=S)Nc2ccc3c(c2)c(=O)n(C)n3Cc2csc(C)n2)c1	6	0	0	3	.	2	8	3	-3	4
COc1ccc(CCNC(=O)c2cc(-c3cc(Cl)ccc3O)n[nH]2)cc1OC	5	3	1	8	-23	-19	0	-5	2	10
CCn1cc(/C=C(\NC(=O)c2ccccc2)C(=O)NCCCn2ccnc2)c2ccccc21	-3	0	-6	2	-3	-5	4	2	1	-3
COCCNc1nnc(SCC(=O)NNC(=O)c2ccccc2)s1	2	0	6	0	-8	0	1	2	-2	5
Cn1c(C(=O)N2CCc3ccccc3C2)cc2c(=O)n3ccccc3nc21	-4	-8	3	-5	1	-1	-1	0	-4	5
Cc1ccc(SCC(=O)NNC(=O)c2ccccc2)cc1C	-3	-3	5	0	4	-4	1	-6	-2	-4
CCN1C(=O)CC(C(=O)Nc2ccc(F)cc2)SC1=Nc1cccc(OC)c1 (centres undefined)	-2	1	3	0	-20	-14	1	-3	-3	4
CN1CCOCCOCCN(C)C1=O	1	5	3	-2	2	5	2	0	1	7
CC(C)(C)C(=O)CSc1ccc(S(=O)(=O)N2CCCC2)cn1	14	-6	4	4	6	1	2	8	0	1
O=c1onc(-c2ccccc2)n1Cc1ccc([N+](=O)[O-])cc1	0	3	-6	1	1	1	7	-1	3	3
CCOC(=O)c1ccc(S(=O)(=O)Nc2ccc(N3CCOCC3)cc2)cc1	0	5	-6	-3	1	4	-1	4	1	1
O=C(O)CCCCCNS(=O)(=O)/C=C/c1ccccc1	-3	-5	4	-3	3	4	-1	-2	0	2
CCOc1ccccc1-c1nc(C(N)=O)c2[nH]c(=O)n(-c3ccc(F)cc3)c2n1	1	2	0	1	-5	3	-9	0	-1	-9
COc1ccc([N+](=O)[O-])cc1NC(=O)Cc1c(Cl)cccc1Cl	0	0	-2	2	1	-7	4	-4	4	3
CCc1ccc(CCC(=O)Nc2ccc(Br)cc2)o1	-2	2	1	-4	-24	-10	-5	0	-2	-8
Cc1ccc2[nH]c(=O)c(CN(Cc3nnnn3Cc3ccccc3)C3CCCC3)cc2c1	3	-3	3	-1	-6	6	1	2	-4	-1
COc1ccc2[nH]c(C(=O)N3CCc4ccccc4C3)c(C)c2c1	2	-4	2	-3	-2	5	0	8	0	9
Cc1cc(OCC(=O)OCC(=O)NC2CCCC2)ccc1Cl	-1	0	5	-1	2	3	-6	0	2	-2
NS(=O)(=O)c1cccc(NS(=O)(=O)c2ccc(/C=C/C(=O)OCC(=O)c3ccc(Br)cc3)cc2)c1	-2	1	1	15	-8	-7	7	0	-2	3
COc1ccc(C(=O)C2CCCN(Cc3cccn3-c3nccs3)C2)cc1F (centres undefined)	4	3	-2	-1	0	-8	7	0	2	-7
COc1ccc(NC(=O)CCC(=O)c2ccc(F)cc2)cc1	5	4	0	-5	7	-2	7	-7	4	-3
COc1ccc(CC(N)c2csc(NC(=O)Nc3ccc(F)cc3)n2)cc1 (centres undefined)	-3	0	-10	43*	.	-7	1	0	-2	0
Cc1noc(C)c1S(=O)(=O)N(C)CC(=O)Nc1ccc(F)cc1	-5	-3	-11	0	2	6	3	1	-3	1
Cc1csc(NC(=O)CCNC(=O)c2ccccc2Cl)n1	0	0	8	0	1	2	2	-8	0	-5
CC(=O)OCC1OC(n2ccc3ccccc32)C(OC(C)=O)C(OC(C)=O)C1OC(C)=O (centres undefined)	0	5	-8	-4	-3	5	0	-6	0	0
COc1ccccc1C(=O)COC(=O)c1nc2nc(C)cc(C)n2n1	2	2	-2	0	2	4	-2	-5	-1	-1
Brc1ccccc1OCCCCn1cnc2ccccc21	6	2	-2	-9	-20	-11	-4	6	5	-1
O=C1c2ccccc2C(=O)N1c1nc(-c2cccs2)cs1	0	2	7	13	-18	-2	-3	-6	0	2
COc1ccc(S(=O)(=O)N(C)C[C@@H]2OCCCC[C@@H](C)Oc3ccc(NC(=O)NC(C)C)cc3C(=O)N([C@H](C)CO)C[C@@H]2C)cc1	1	-6	8	4	-1	6	1	1	0	2
COc1ccc(C(=O)c2coc3ccc(O)c(CN4CCCCC4)c23)cc1	-2	2	-1	4	-4	4	-4	-2	0	1
COc1cc([N+](=O)[O-])cc(/C=N/NC(=O)C(C)Nc2cccc3ccccc23)c1O (centres undefined)	-2	1	2	79*	19	33*	-1	9	-5	-1
Cc1onc(-c2ccccc2)c1C(=O)N1CCN(C)CC1	-1	-4	1	-1	-2	-8	5	2	0	3
CN1CCC(N[C@@H](Cc2c[nH]c3ccccc23)C(=O)NCCCc2ccccc2)(C(=O)NCCc2c[nH]c3ccccc23)CC1	0	-1	.	.	.	23	-2	3	0	-3
O=C(NCC1CCN(C(=O)C(=O)c2cc3ccccc3o2)CC1)c1ccc2c(c1)OCO2	-2	-2	3	6	.	3	-2	0	0	1
CCc1ccc2c(COC(=O)CNS(=O)(=O)c3ccc(NC(C)=O)cc3)cc(=O)oc2c1	-3	1	11	7	1	12	-5	3	3	6
NC(Cc1ccccc1)c1csc(Nc2nccc(C(F)(F)F)n2)n1 (centres undefined)	-2	-7	0	15	.	4	-5	8	-2	-8
CN(C)/C=C(\C#N)C(=O)Nc1ccc(O)cc1F	1	3	-4	-2	0	3	1	6	2	0
CNC(=O)C1Cc2c(-c3ccc(Cl)cc3)ccnc2O1 (centres undefined)	-1	0	5	0	.	0	5	0	1	4
COc1ccccc1C(=O)C1CCCN(Cc2ccc(Oc3ncccn3)cc2)C1 (centres undefined)	3	1	4	-4	5	6	5	3	0	-1
COC(=O)C1CN(Cc2ccccc2)CCS(=O)(=O)N1Cc1cn(Cc2ccc(Cl)cc2)nn1 (centres undefined)	-1	2	.	4	.	2	-9	4	12	-8
O=C(NCc1cccc(Cl)c1)C1CCC(=O)N(CC2CCCCC2)C1 (centres undefined)	1	3	3	-9	-4	7	-2	1	-1	1
Cn1nnnc1SC1CC(=O)N(c2ccccc2)C1=O (centres undefined)	56*	-5	0	-1	2	0	1	-5	1	0
COc1ccc(NC(=O)CSC2CC(=O)N(c3ccc4c(c3)OCCO4)C2=O)cc1 (centres undefined)	36*	5	2	1	-10	-5	-4	-2	2	-4
Cc1nnc(SCc2c(Cl)cccc2[N+](=O)[O-])s1	-3	-4	2	-1	2	0	-4	1	-3	-2
O=C(Nc1ccccc1C(F)(F)F)N1CCN(c2ccc3nnc(-c4ccc(F)cc4)n3n2)CC1	1	-5	2	0	-3	2	-2	0	-21	-1
CCOc1ccccc1C(=O)NCC(=O)OCC(=O)N1C(C)CCCC1C (centres undefined)	0	0	5	-8	3	1	-2	6	-1	0
Cc1ccc(SCC(=O)NC2CC2)cc1	-4	-4	2	-1	7	1	1	3	2	4
O=C(NCc1ccc2c(c1)OCO2)c1c(F)c(F)c(F)c(F)c1F	-3	-6	5	-2	-2	-3	-1	3	-2	2
CCC(C)NC(=O)C1(C)CCC(=O)N1Cc1ccccc1OC (centres undefined)	2	0	-1	-3	10	5	4	-3	4	-4

Just SIAE primary and NPR2 activator, for 2 of the compounds above:
molecule,SIAE primary,NPR2 activator
Cc1ccc(SCC(=O)NC2CC2)cc1,3,1
Cn1nnnc1SC1CC(=O)N(c2ccccc2)C1=O (centres undefined),-5,1

Following part:
SMILES	PRMT1 FP inh	MBD2 inh	TCR CD3 inh	rCAG RNA binder	HTRA1 inh	mABHD4 FP	NPR2 activator	SIAE primary	UHRF1 MBD2 ctr	NPR1 activator
O=c1cc(CN2CCN(Cc3ccccc3)CC2)c2cc(O)ccc2o1	1	-8	7	1	-9	-3	-6	4	-2	-4
CSc1ncnc2c1ncn2CCCNC1CCN(Cc2ccccc2)CC1	3	2	-8	-1	1	-3	-8	-1	1	3
O=C(COC(=O)c1n[nH]c2ccccc12)Nc1ccccc1F	1	-6	2	3	-7	3	-6	1	0	0
O=C(CN1CCCC1)OCCCc1ccccc1	-2	2	-3	1	7	0	2	0	3	-1
CN(CCO)c1cccc2c1S(=O)(=O)N[C@H](Cc1ccccc1)CO2	-3	3	7	-1	.	-1	2	0	-3	0
CC(C)C[C@@H](CN1CCC[C@@H]1CN1C(=O)C(=O)NC[C@@H]1Cc1ccc(O)cc1)N1C[C@H](Cc2ccc(O)cc2)N(CC2CCCCCC2)C(=O)C1=O	0	6	-7	10	.	1	6	5	2	4
CCc1cccc(C)c1NC(=S)N(Cc1cccnc1)Cc1ccco1	-2	1	9	-1	-4	0	-2	12	-1	-3
O=C(Nc1cccnc1Cl)c1cc(-c2ccc(F)cc2)on1	1	4	7	-2	-1	3	-4	6	0	7
O=C(Nc1ccc(NC(=O)c2cccnc2Cl)cc1)c1cccc(Cl)c1	3	-5	-5	1	-34	3	0	1	-1	-12
